# Screening data as filed in PubChem BioAssay.
# b-catenin transl = modulators of beta-catenin nuclear translocation, primary screen, imaging, HeLa cells, immunofluorescence, high-content. nuclear translocation activity, % at 5 µM. hit rate 0.3% among 190,000;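 active = nuclear translocation activity above 50% at 5 µM, with a well cell count of 50 or more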;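 also: per-cell ratio of nuclear to cytoplasmic median beta-catenin stain intensity; plate controls were DMSO negative control for no effect and GSK-3 inhibitor IX positive control for full effect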
#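 System: HeLa cells, endogenous beta-catenin; compound dosing: 5 µM primary single dose, 0.1% DMSO, 0.02–20 µM confirmation series; incubation: 24 h compound exposure at 37°C, 5% CO2; signal: beta-catenin immunofluorescence imaging with DAPI; evaluation: % activation, nuclear-to-cytoplasmic median beta-catenin signal ratio per cell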
# MT stabilize HCS = microtubule stabilizers in HeLa cells, primary screen, imaging, high-content imaging | % tubulin-high responders, % at 10 µM | hit rate 0.83% among 200,000 | HeLa tubulin immunostaining HCS, 24 h; share of cells brighter than vehicle mean+2SD;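 active = plate Z-score above 3 for both tubulin-high and condensed-nucleus cell shares, with cell loss under 80%, at 10 µM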;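 also: anti alpha tubulin signal scored within the nucleus-defined area of each cell; some results filed as inactive read as strong as hits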
# T cell modulator = modulators of CD8 T cell-vesicle binding, primary screen, mouse 2C CD8+ T cells, flow cytometry; AID 2052, 2009; 2C CD8+ T cell-vesicle binding; stronger effect = lower value; calls only at 7 µM; hit rate 0.068% among 330,000;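 active = response, share of CD8 T cells binding vesicles, and their 90th percentile fluorescence all below set limits, cut at about 80% in these data, passing the limit was not always enough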
#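 material = purified 2C TCR transgenic mouse naive CD8+ T cells | controls = Unloaded micro-vesicles (low), QL9 vesicles with 0.7% DMSO (high) | detection = cytometric PE anti-B7-1 and Alexa647 anti-CD8 signals after 1% paraformaldehyde fixation | incubation = binding step 1.5 h, 37 °C, antibody labelling 20 min, ice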
# Dynein transport = inhibitors of GR-EGFP nuclear translocation, primary screen, dynein cargo transport inhibitor project, imaging, high-content, 3617.4 mouse cells | test concentration mostly 20 µM; stimulated with dexamethasone, 1 µM; stronger effect = lower value | z-score, hits read low | hit rate 0.47% among 220,000;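 active = plate z-score of nuclear minus cytoplasmic receptor signal below a set negative limit, without overly bright fluorescence or cell loss, cut at about -3.5 in these data, passing the limit was not always enough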;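 also: z-score of nuclear minus cytoplasmic ring GR-EGFP intensity difference per well; some compounds called inactive have numbers as strong as hits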
#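 Buffer or medium: tetracycline-free induction medium containing charcoal-stripped FBS / Reagent: dexamethasone agonist, 1.0 µM final, for 30 min / Technique: automated 10x imaging of fixed Hoechst-stained cells / Times: induction 48 h, compound 1 h, agonist 30 min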
# M1AAP inhibition = P. falciparum M1AAP inhibitors, biochemical, fluorogenic H-Leu-NHMec substrate, 1536-well (AID 1445); recombinant M1AAP, H-Leu-NHMec fluorogenic kinetic assay; higher % means a stronger effect; one-dose inhibition, % at 30 µM; IC50 in µM for titrated hits; hit rate 0.42% among 220,000;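 active = primary inhibition above the hit cutoff, then over 50% inhibition at one or more dose response concentrations, cut at about 23% in these data, passing the limit was not always enough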;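 also: plate controls were DMSO full reaction for no effect and no enzyme background for full effect; strong numbers were not always called active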
# WT yeast gro inh = growth inhibition of WT strain, primary screen, mitochondrial fusion inhibitor project, WT and mutant strains, chemical genetic; mitochondrial fusion phenotypic screen; inhibition, % at 10 µM; hit rate 2.1% among 190,000; in the data active = inhibition above about 58%; tested in S. cerevisiae
# Yfh1-depleted yeast = enhancers of respiration in Yfh1-depleted yeast, dose response, Friedreich's ataxia, plus single-dose screen (AID 1465); hit rate 0.074% among 220,000; fold induction at 50 µM; hits with a dose series show EC50 in µM; S. cerevisiae Yfh1-off respiration, WST-1 reduction, 72 h; higher fold induction means a stronger effect;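 active = fold induction of absorbance versus untreated yeast above a set limit, then at least 30% activation at any dose in follow-up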;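 also: activators that raise dye reduction in frataxin-depleted yeast; strong numbers were not always called active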
# P. falciparum M17LAP = P. falciparum M17LAP inhibitors, primary screen, biochemical, fluorogenic H-Leu-NHMec substrate, 1536-well (AID 1619); recombinant M17LAP, H-Leu-NHMec fluorogenic kinetic assay; higher % means a stronger effect; inhibition, % at 30 µM, or IC50 in µM where a hit was titrated; hit rate 0.38% among 220,000; Leucine aminopeptidase (Plasmodium falciparum (isolate 3D7));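 active = compound inhibiting the enzyme by more than half at any dose during confirmatory dose-response retesting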;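 also: plate controls were full reaction with DMSO carrier for no effect and no enzyme background for full effect; strong numbers were not always called active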
# Autophagy mod = autophagy modulators in MEF cells, primary screen, imaging, high-content, MEF GFP-LC3 | calls only at 10 µM (by protocol) | hit rate 0.98% among 190,000 | MEF GFP-LC3 puncta imaging; test concentration mostly 10 µM;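 active = percentage of spot-positive cells more than 3 SD above its plate mean, without a fluorescence outlier flag or 80% toxicity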;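 also: spot-positive cell cutoff set from DMSO-treated cells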
# WT yeast gro inh mutant strain = recorded beside WT yeast gro inh, whose call it bears; inhibition, %; mitochondrial fusion phenotypic screen, mutant strain inhibition
# Dynein transport cytoplasmic EGFP = also measured in Dynein transport; calls as there; z-score; measured here: cytoplasmic GR-EGFP intensity; stronger effect = higher value
# Dynein transport nuclear GR-EGFP = further read-out of Dynein transport, marked with its call; z-score; measured here: nuclear GR-EGFP intensity;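 lower value marks the stronger effect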
# Dynein transport cell count = also measured in Dynein transport; calls as there; z-score; measured here: cell count per field
# b-catenin transl cell count 5 µM = recorded beside b-catenin transl, whose call it bears; cell count; measured here: cell count, cytotoxicity flag
# T cell modulator vesicle-bound % = second read-out of T cell modulator, no call of its own (marks repeat the call); double positive events, %; measured here: CD8+ vesicle-bound cell fraction;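 binding gate set so that unloaded-vesicle control wells show 10% double positive cells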
# MT stabilize HCS Hoechst-high % = recorded beside MT stabilize HCS, whose call it bears; % Hoechst-high responders; measured here: nuclear condensation Hoechst responders;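 share of cells brighter than vehicle mean plus two SD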
# MT stabilize HCS cytotoxicity % = second read-out of MT stabilize HCS, no call of its own (marks repeat the call); toxicity, %; measured here: cytotoxicity by cell density;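 0% = mean cell density of plate MIN control wells and 100% = no cells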
# Autophagy mod cell loss 18 h = second read-out of Autophagy mod, no call of its own (marks repeat the call); toxicity, %; measured here: cell loss, nuclei count;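 cell loss after 18 h compound exposure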
# Numbers without * were called inactive; i = inactive; / = not tested or not shown. The order is random. About 4.4% of those tested had a hit in this group.
SMILES,b-catenin transl,b-catenin transl cell count 5 µM,MT stabilize HCS,MT stabilize HCS Hoechst-high %,MT stabilize HCS cytotoxicity %,T cell modulator,T cell modulator vesicle-bound %,Dynein transport,Dynein transport cytoplasmic EGFP,Dynein transport nuclear GR-EGFP,Dynein transport cell count,M1AAP inhibition,WT yeast gro inh,WT yeast gro inh mutant strain,Yfh1-depleted yeast,P. falciparum M17LAP,Autophagy mod,Autophagy mod cell loss 18 h
COc1ccc(CNc2nc3nc4c(c(=O)n3[nH]2)CCC4)cc1,-0.4,1331,3.0,1.7,5.5,i,27,-0.63,-0.23,-1,0.064,2%,4,20,i,2%,i,-1
O=[N+]([O-])c1ccc([N+](=O)[O-])c(Nc2ccc(N3CCOCC3)cc2)c1,3.7,871,5.2,1.6,4.9,i,27,0.62,-0.27,0.79,-0.58,0%,-5,8,i,0%,i,11
Cc1cc(C)cc(NC(=O)C(Sc2nnc(C)c(=O)[nH]2)c2ccccc2)c1 (stereo unspecified),0.3,1293,/,/,/,i,25,0.13,-0.26,-0.037,-0.27,5%,/,/,i,2%,/,/
COc1ccc(-n2cc(-c3ccccc3)c3c(NCCCN4CCOCC4)ncnc32)cc1,-0.8,1082,/,/,/,i,11,1.4,-0.12,1,-0.53,0%,25,16,i,-10%,i,-13
CCc1ccc(N(CC)c2ncnc3nc[nH]c23)cc1,0.5,1058,1.5,2.3,0.9,i,34,0.19,-0.14,0.35,0.15,-1%,-19,8,i,13%,i,5
O=c1[nH]c(-c2ccc(Cl)cc2)nc2c1cnn2-c1ccccc1,-1.2,1024,3.5,1.6,6.1,/,/,3.8,-0.14,1.6,-1.5,3%,-13,-2,i,-5%,i,-2
COC(=O)CNC(=O)CSc1ccccn1,-0.3,1300,/,/,/,i,44,-1.2,-0.18,-0.49,0.69,6%,/,/,i,-1%,/,/
Brc1ccc(-c2cnnc(N3CCCC3)n2)cc1,-7.8,994,15,0.4,14,i,46,2.1,0.25,1.6,-1.6,0%,9,6,i,13%,i,4
Cc1nonc1OCCNc1ccc([N+](=O)[O-])cc1[N+](=O)[O-],1.5,764,6.6,1.3,8.3,i,40,0.015,-0.25,0.025,0.098,13%,-4,-1,i,19%,i,-4
COC(=O)c1sc(C(F)(F)F)c(-c2ccccc2)c1S(=O)(=O)N1CCCC1,-0.3,1093,/,/,/,i,58,0.73,-0.22,0.21,-0.82,0%,/,/,i,3%,/,/
O=C(CC1CCCCC1)Nc1c2c(nn1-c1ccc(F)cc1)CS(=O)(=O)C2,1.9,896,4.6,3.1,4.6,i,59,1.5,-0.19,0.67,-2.2,2%,0,10,i,-5%,i,-7
c1ccc2sc(-c3ccc4c(c3)OCO4)nc2c1,-2.2,1198,4.4,1.7,7.1,i,34,0.99,-0.16,1.1,-1.6,-6%,14,1,i,8%,i,30
O=c1oc2ccccc2c(Cl)c1CN1CCCCC1,-0.8,1097,3.3,1.2,1.7,i,12,-2.3,5.7,-0.47,-3.9,11%,-2,4,i,2%,i,0
O=C(COc1ccc(Cl)cc1)Nc1cc(S(=O)(=O)N2CCCCC2)ccc1N1CCCCC1,0.4,967,1.3,2.0,8.2,i,45,0.15,-0.32,-0.34,0.88,-1%,16,-16,i,-12%,i,4
O=C(NNc1ccc([N+](=O)[O-])cc1[N+](=O)[O-])C1C2CCCCC21 (stereo unspecified),/,/,1.6,3.1,6.1,i,56,-0.66,-0.25,-0.61,0.69,7%,2,8,i,-3%,i,10
Cc1csc2nc3ccccc3c(=O)n12,0.3,1053,3.7,1.9,1.5,i,39,0.4,-0.22,0.1,0.019,1%,12,19,/,3%,i,-8
C=CCNC(=O)C1CC(=O)N(c2ccc(OCC(=O)NCc3ccccc3)cc2)C1 (stereo unspecified),/,/,4.2,2.1,4.6,i,51,0.015,-0.13,-0.1,-1.8,12%,-7,-21,i,-2%,i,4
Cn1c(=O)c2c(SCc3cccnc3)nc(CC(C)(C)C)nc2n(C)c1=O,/,/,2.6,3.5,3.8,i,50,0.01,0.12,0.29,-1.4,-2%,48,13,i,2%,i,5
O=C(O)CC(c1ccc(Cl)cc1)N1C(=O)CCC1=O (stereo unspecified),-4.0,914,5.6,3.1,10,i,34,-0.63,0.025,-0.14,0.54,0%,1,0,i,-6%,i,16
COc1ccc2c(c1)C(=NO)c1cc(OC)ccc1-2,7.0,409,2.5,1.2,0.5,i,6,0.47,-0.26,0.81,-0.53,9%,-4,2,i,4%,i,5
CC(NC(=O)NC12CC3CC(CC(C3)C1)C2)c1ccc2c(c1)OCO2 (stereo unspecified),-5.5,1172,2.9,1.5,7.4,i,16,-0.41,-0.27,0.16,-0.08,8%,24,23,i,1%,i,18
O=C(CSc1ccc2nnc(-c3ccncc3)n2n1)Nc1ccc2c(c1)OCCO2,/,/,2.0,3.8,7.6,i,36,-0.34,-0.24,-0.18,0.28,2%,3,-11,i,2%,i,-11
O=C(NNc1nc(-c2ccccc2)cs1)c1ccc(F)cc1,-0.5,1036,3.5,2.3,4.9,i,34,0.85,0.15,0.73,-0.72,4%,-12,0,i,8%,i,5
NS(=O)(=O)c1ccc(CCNc2ncnc3sccc23)cc1,-5.3,1214,5.4,3.4,1.3,i,34,0.54,-0.32,0.32,-0.087,3%,-7,2,i,1%,i,-1
C=CCn1c(=NC(=O)C2CC2)sc2cc(NC(C)=O)ccc21,-0.1,1141,2.2,3.1,8.9,i,45,0.37,-0.23,0.49,-0.099,6%,11,-3,i,-1%,i,4
CCc1ccc(C(C)NC(=O)Cn2cnc3c(=O)n(C)c(=O)n(C)c32)cc1 (stereo unspecified),-1.3,1142,2.3,2.1,22,i,27,-1.4,-0.29,-0.52,0.62,-2%,-4,-6,i,0%,i,2
COC(=O)c1c(C(=O)OC)c(-c2ccccc2)n2c1CCC2,-1.1,1263,2.9,2.1,2.4,i,38,-0.25,-0.21,0.57,0.25,-2%,10,-10,i,1%,i,-14
CC(=O)/C(N)=N/Nc1cccc(Cl)c1,-4.2,529,4.8,2.7,8.3,i,34,0.54,-0.16,0.59,-1,9%,43,63,i,16%,i,1
Fc1cccc2sc(Nc3nnc(-c4ccccc4)o3)nc12,0.6,365,4.7,2.4,0.9,i,22,-0.29,0.019,-0.068,-0.036,-9%,5,8,i,8%,i,21
COc1ccc(-n2c(-c3ccccc3)nc(=S)c3c2CCCC3)cc1,-1.1,1316,4.1,2.4,6.5,i,54,-0.0078,-0.16,0.71,0.29,10%,20,5,/,38%,i,-25
O=C(c1cc2c(cc1Br)OCCCO2)N1CCCCC1,-0.8,992,3.2,2.9,8.4,i,31,0.044,-0.23,0.002,-0.84,-1%,2,-18,i,-12%,i,-8
CN(C(=O)N1CCN(S(=O)(=O)c2ccccc2)CC1)c1ccccc1,-4.1,1059,1.5,1.3,5.3,i,49,0.046,-0.24,0.02,0.17,2%,-8,-2,i,1%,i,31
CCCOc1ccc(C(=O)Nc2ccc(N3CCN(C(C)=O)CC3)cc2)cc1,0.0,1029,2.4,1.7,7.3,i,22,-0.49,0.26,-0.26,-0.67,5%,-1,4,i,6%,i,0
CCOC(=O)c1c(CC(C)C)csc1NC(=O)COC(=O)c1cc(OC)c(OC)cc1[N+](=O)[O-],-3.4,1044,13,4.4,11,i,49,-0.57,-0.29,-0.26,0.68,5%,-19,0,i,1%,i,15
Cc1nn(C)c(C)c1CN(C)C(=O)C1(C)CC1(Br)Br (stereo unspecified),-0.5,939,4.9,2.1,9.4,i,11,-0.63,-0.26,-0.41,0.63,5%,-10,-6,i,4%,i,7
COc1cc(OC)c(C2C3=C(CCCC3=O)Nc3nc4ccccc4n32)cc1OC (stereo unspecified),-0.2,986,4.4,2.4,6.3,i,39,-0.19,-0.22,0.086,0.24,7%,4,11,i,11%,i,17

# One compound at a time, as listed above. Order of values: b-catenin transl	b-catenin transl cell count 5 µM	MT stabilize HCS	MT stabilize HCS Hoechst-high %	MT stabilize HCS cytotoxicity %	T cell modulator	T cell modulator vesicle-bound %	Dynein transport	Dynein transport cytoplasmic EGFP	Dynein transport nuclear GR-EGFP	Dynein transport cell count	M1AAP inhibition	WT yeast gro inh	WT yeast gro inh mutant strain	Yfh1-depleted yeast	P. falciparum M17LAP	Autophagy mod	Autophagy mod cell loss 18 h
# `COc1cc(OC)c(C2C3=C(CCCC3=O)Nc3nc4ccccc4n32)cc1OC` (stereo unspecified) across the screens: -0.2	986	4.4	2.4	6.3	i	39	-0.19	-0.22	0.086	0.24	7%	4	11	i	11%	i	17
# `C=CCn1c(=NC(=O)C2CC2)sc2cc(NC(C)=O)ccc21` across the screens: -0.1	1141	2.2	3.1	8.9	i	45	0.37	-0.23	0.49	-0.099	6%	11	-3	i	-1%	i	4
